Bioassay records as filed in PubChem.
p53null 39C tox: kills p53 null cells at the nonpermissive temperature | AID 904 | Potency, µM (highest dose often 46.1 µM), without a hit: at the top dose activity, negative = cell killing, hits mostly cytotoxic | 55,000 compounds, 0.97% hits | H1299 p53-null (neo) cells, 39C, ATPlite viability, 24 h; active = well fitted cell-killing curve with a large enough effect;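 note: 0% = DMSO only and -100% = full killing by 100 µM tamoxifen; nearly all actives have a fitted effect of over 50% in size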
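ATP-luminescence viability readout (ATPlite, 20 min RT) after 24 hr compound treatment at 39C of H1299-neo or H1299-p53A138V cells; titration up to 46 uM; normalized to DMSO and 100 uM tamoxifen; Hill-fit AC50.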
* = called active by the depositor; [ ] = dose if it differs, or a comment. Potency is the fitted concentration of half-maximal effect. An excerpt. The share of hits here may be higher or lower than overall.

Structure,p53null 39C tox
O=C(COC(=O)CCSc1ccc(Cl)cc1)NCCc1ccccc1,0%
C/C(=N/NC(=O)c1sc(=S)n(C)c1C)c1ccccc1,14%
S=c1[nH]nc(-c2ccco2)n1/N=C/c1ccccc1Cl,16%[1.84 µM]
COc1ccc(CN=C2NC(=O)CC(C(=O)Nc3ccc(F)cc3)S2)cc1 (configuration not stated),13%
Cc1ccc(S(=O)(=O)CCC(=O)NCc2ccc(Cl)cc2)cc1,9%
CC1=CC(=C(C#N)c2nc3ccccc3s2)C=C(C)N1c1ccc(F)cc1F,34%[activator]
O=C(COC(=O)Cc1cccc(C(F)(F)F)c1)Nc1ccccc1,7%[1.84 µM]
COc1ccc(CN(C)C2c3ccccc3-c3ccccc32)cc1,10%[1.84 µM]
CCc1cccc2c(C(=O)CCl)c[nH]c12,12%
CCCCN(C(=O)NC(=O)Nc1ccc(C)cn1)S(C)(=O)=O,10%[1.84 µM]
COc1ccc(CNC(=O)COC(=O)CCC2CCCCC2)cc1,-16%[1.84 µM]
CCN(CC)c1ccc(/C=C(\C#N)c2nc(-c3cccs3)c(NC(C)=O)s2)cc1,11%
O=C(NCC(c1cccs1)N1CCOCC1)c1cccc([N+](=O)[O-])c1 (configuration not stated),-7%[1.84 µM]
COc1cccc(N2CCN(CC(=O)Nc3ccc(SC(F)F)cc3)CC2)c1,-18%[1.84 µM]
Cc1sc(NC(=O)/C=C/c2ccco2)c(C(=O)OC(C)C)c1C,-4%[1.84 µM]
COc1cccc(C(=O)NC(=S)Nc2ccc3oc(=O)ccc3c2)c1,11%[1.84 µM]
CCCCNC(=O)c1cccnc1SCC(=O)Nc1ccccc1OC,10%
CCOC(=O)c1c(C)nc(C)c(C(=O)OCC)c1-c1ccc(Br)cc1,9%
COc1ccccc1N/C(N)=N/c1nc(CSc2nc3ccccc3s2)cc(=O)[nH]1,11%
O=C(CSc1nnc(-c2ccccc2)o1)NC1CCS(=O)(=O)C1 (configuration not stated),-2%[1.84 µM]

Pulled one by one from the entries so far:
Structure,p53null 39C tox
O=C(COC(=O)Cc1cccc(C(F)(F)F)c1)Nc1ccccc1,7%[1.84 µM]
COc1cccc(N2CCN(CC(=O)Nc3ccc(SC(F)F)cc3)CC2)c1,-18%[1.84 µM]
C/C(=N/NC(=O)c1sc(=S)n(C)c1C)c1ccccc1,14%
COc1ccc(CNC(=O)COC(=O)CCC2CCCCC2)cc1,-16%[1.84 µM]

(cont.)
Structure,p53null 39C tox
Fc1ccc(CCNC(=S)Nc2ccc(F)cc2)cc1,-19%[1.84 µM]
Cc1cccc(/C=N/n2c(-c3ccccn3)n[nH]c2=S)c1,21%
Cc1ccsc1C(=O)OCC(=O)Nc1cccc(S(=O)(=O)N2CCOCC2)c1,13%
Clc1ccc(C2=NNC(=NCc3ccc4c(c3)OCO4)SC2)cc1,-27%[1.84 µM]
Cc1ccc(S(=O)(=O)N2CCN(c3ccc([N+](=O)[O-])c4cccnc34)CC2)cc1,14%
Cc1ccc(NC(=S)Nc2ccc3cn[nH]c3c2)cc1C,20%
Cc1ccc(-n2c(C)cc(C(=O)Cn3nc(C(=O)O)c4ccccc4c3=O)c2C)cc1,-14%
O=C(Cn1cc(C(F)(F)F)cc(Cl)c1=O)Nc1cc(S(=O)(=O)N2CCOCC2)ccc1Cl,15%
O=C(CSc1ccc(C(F)(F)F)cc1[N+](=O)[O-])NCCOc1ccccc1,3%
CCCCn1nnc(NC(=S)NC(=O)c2cccs2)n1,-17%[1.84 µM]
Cc1ccc(OCc2nnnn2-c2ccccc2)cc1,-2%[1.84 µM]
O=C(COc1ccc(Br)cc1)N1CCN(c2ccc([N+](=O)[O-])c(N3CCCCC3)c2)CC1,-8%[1.84 µM]
CCCNC(=O)c1ccccc1NC(=O)c1ccccc1N(C)S(=O)(=O)c1ccccc1,8%
COC(=O)Cc1ccc(NC(=S)N2CCCC(CO)C2)cc1 (configuration not stated),-17%[1.84 µM]
O=C(Nc1nc(-c2ccccc2)cs1)c1ccc2c(=O)n3c(nc2c1)CCCCC3,-10%[1.84 µM]
CCN(c1ccccc1)S(=O)(=O)c1ccc(Cl)c(NC(=O)COC(=O)c2ccc(O)cc2)c1,9%
COc1ccccc1C(=O)NNC(=S)NC(=O)c1ccco1,-17%[1.84 µM]
CN(c1ccccc1)c1nc(N)c(C#N)c(CC#N)c1C#N,-13%[1.84 µM]
COc1cc(OC)cc(C(=O)N[C@H](C(=O)OCC(=O)NC(C)c2ccccc2)C(C)C)c1 (some centres not stated),10%
COc1ccccc1Nc1ccc(Nc2ccccc2OC)nn1,11%[1.84 µM]

Overlap with the part before: four entries, followed by the next part.
Structure,p53null 39C tox
COc1ccccc1C(=O)NNC(=S)NC(=O)c1ccco1,-17%[1.84 µM]
CN(c1ccccc1)c1nc(N)c(C#N)c(CC#N)c1C#N,-13%[1.84 µM]
COc1cc(OC)cc(C(=O)N[C@H](C(=O)OCC(=O)NC(C)c2ccccc2)C(C)C)c1 (some centres not stated),10%
COc1ccccc1Nc1ccc(Nc2ccccc2OC)nn1,11%[1.84 µM]
CC(NS(=O)(=O)c1ccc(Br)cc1)C(=O)NCCc1ccccc1 (configuration not stated),3%
O=C(COC(=O)c1cc(-c2cccs2)nn1-c1ccccc1)Nc1ccc(Cl)c([N+](=O)[O-])c1,-6%[1.84 µM]
N#Cc1ccc(C(=O)Nc2nnc(-c3ccccn3)o2)cc1,17%
Nc1c(C(=O)Nn2cnnc2)cc([N+](=O)[O-])cc1[N+](=O)[O-],-20%[1.84 µM]
NNC(=O)C1CC1c1ccccc1 (configuration not stated),9%[1.84 µM]
CC(C)CN(C(=O)c1cc2ccccc2o1)c1c(N)n(CC(C)C)c(=O)[nH]c1=O,-1%[1.84 µM]
CC(NC(=O)CSC1=NCCS1)c1ccccc1 (configuration not stated),14%
Cc1cccnc1NC(=O)c1ccc([N+](=O)[O-])o1,14%
CC(C)COc1cccc(C(=O)NC(=S)NCc2cccnc2)c1,-8%
C=CCN=Cc1sc2ccc(OCC)cc2c1O,-5%
O=C(c1sc2cc(F)ccc2c1Cl)N1CCN(c2cccc(Cl)c2)CC1,18%
O=C(NCc1ccccn1)c1cc(-c2ccc(-c3ccccc3)cc2)nc2ccccc12,7.9µM*
Cc1ccc(/C=C/C(=O)NCc2ccncc2)cc1,-2%[1.84 µM]
COC(=O)Nc1ccc([N+](=O)[O-])cc1OC,9%
CCCN1CCC(NC(=S)Nc2ccc(C(=O)OCC)cc2)CC1,36%
Cc1ccc(C(=O)Nc2ccn(Cc3ccc(F)cc3)n2)o1,-7%
CC(=O)C1=C(C)NC(SCC(=O)Nc2nc3ccccc3s2)=C(C#N)C1c1ccc(Cl)cc1 (configuration not stated),-6%[1.84 µM]
COc1cc(C(=O)Nc2nc(-c3ccc(Cl)cc3)c(C)s2)ccc1OCC(=O)Nc1ccc(F)cc1,-2%
CCOC(=O)c1c(-c2ccc(F)cc2)csc1NC(=O)CCN1CCOCC1,-3%
N/C(CC(=O)Nc1ccc(F)cc1)=N\O,19%

More structures
Structure,p53null 39C tox
COc1ccccc1OCC(=O)Nc1cc(Cl)ccc1Oc1ccccc1,13%
Cc1nn(Cc2ccc(Cl)cc2)c(C)c1NC(=O)c1ccc([N+](=O)[O-])cc1,-4%[1.84 µM]
O=c1[nH]c2cc(Cl)c([N+](=O)[O-])nc2[nH]1,6%
CC1=C(C(=O)N2CCOCC2)C(c2ccc(C)cc2)NC(=S)N1 (configuration not stated),14%
O=C(CSc1ccccc1)Nc1nc2ccccc2[nH]1,-6%[1.84 µM]
CSCCC(NS(=O)(=O)c1ccc(Cl)cc1)C(=O)OCC(=O)N1CCCc2ccccc21 (configuration not stated),-7%[1.84 µM]
Cc1cccc(CSC(=N)N)c1,-14%[1.84 µM]
Cc1ccc(CNC(=O)COC(=O)c2cc3c(s2)CCC(C)C3)cc1 (configuration not stated),-1%[1.84 µM]
CSc1nc2ccc(NC(=O)c3ccco3)cc2s1,10%[1.84 µM]
Nc1nonc1-n1nnc(C(=O)N/N=C/c2ccc(Br)cc2)c1CSC1=NCCS1,-2%[1.84 µM]
Cc1cccc(C)c1NC(=O)C(c1cccc([N+](=O)[O-])c1)N(C)C(=O)c1ccccn1 (configuration not stated),31%
CC(C)(C)OC(=O)COc1cc(O)c2c(=O)cc(-c3ccccc3)oc2c1,-3%[1.84 µM]
CC(OC(=O)c1ccc(NS(=O)(=O)c2cccs2)cc1)C(=O)N(C)C1CCCCC1 (configuration not stated),8%[1.84 µM]
O=C(CCCC(=O)OCC(Cl)=C(Cl)Cl)Nc1cccc2ccccc12,-2%[1.84 µM]
CCCOc1ccc(C(=O)Nc2c[nH]c(=O)[nH]c2=O)cc1,3%[1.84 µM]
O=C(Cn1ccc(C(F)(F)F)n1)N/N=C/c1ccc2c(c1)OCO2,6%[1.84 µM]
Cc1ccc(/C=N/NC(=O)c2cccc(S(=O)(=O)Nc3ccccc3Cl)c2)s1,16%[1.84 µM]
CC(C)CNC(=O)NC(=O)COC(=O)c1ccccc1Sc1ccc(C(F)(F)F)cc1[N+](=O)[O-],8%[1.84 µM]
CC(=O)N1CCN(C(=O)c2ccc(-n3c(C)ccc3C)cc2)CC1,-11%[1.84 µM]
CCOC(=O)c1c(-c2ccccc2)csc1NC(=O)C(C)NCc1ccco1 (configuration not stated),7%

Continuation:
Structure,p53null 39C tox
COc1cc(NC(=O)CN2CCC(C)CC2)c(C)cc1[N+](=O)[O-],-10%[1.84 µM]
COc1ccccc1/C=N/OCC(=O)NCc1ccc2c(c1)OCO2,-2%[1.84 µM]
CCc1cccc(CC)c1NC(=O)C1CN(S(=O)(=O)c2ccccc2)CCN1S(=O)(=O)c1ccccc1 (configuration not stated),-1%
COCCNc1nc(CSc2ccccc2)nc2sc(C)c(C)c12,-5%
COc1cc(C(=O)NCc2ccccc2)ccc1OC(F)F,24%
O=C(CCc1ccccc1)Nc1ccccc1[N+](=O)[O-],-7%[1.84 µM]
Fc1cccc(NC(=S)NCC(c2cccnc2)N2CCOCC2)c1 (configuration not stated),30%
O=[N+]([O-])c1cc(/C=N/Nc2nc(N3CCOCC3)nc(N3CCOCC3)n2)ccc1Cl,22%
CCC(C)c1ccc(NC(=S)NN2CCOCC2)cc1 (configuration not stated),23%[1.84 µM]
C#CCN1C(=O)S/C(=C/c2cc(C)n(CC)c2C)C1=O,27%
COc1ccccc1NC(=S)NCc1ccc(S(N)(=O)=O)cc1,-18%[1.84 µM]
CC(C)c1ccc(NC(=O)COC(=O)/C=C/c2cccc(Br)c2)cc1,3%
C/C(=N/NC(=O)c1sc(NS(=O)(=O)c2ccccc2)nc1C)c1ccccc1,9%
COc1ccc(C/C(C)=N/NC(=S)Nc2ccc(C)c(C)c2)cc1,5%
O=C(/C=C/c1cccc(F)c1)N(c1ccccn1)C1CCCCC1,13%[1.84 µM]
O=C(CSc1n[nH]c(-c2ccccc2Br)n1)NCCN1C(=O)CSC1=O,8%
CCC1CCCCN1C(=S)NCc1ccccc1 (configuration not stated),20%
COC(=O)c1ccc(/C=N/Nc2nc(-c3ccccc3)cs2)cc1,3%[1.84 µM]
COc1cc(/C=N/OCC(=O)NC23CC4CC(CC(C4)C2)C3)ccc1OCc1ccccc1,43%[activator][1.84 µM]
COc1ccc(Br)cc1CN(C)CC(=O)Nc1cc(Cl)ccc1Cl,26%[1.84 µM]

Other compounds.
Structure,p53null 39C tox
COCCn1cnc2c1c(=O)n(CC(=O)OCC(=O)NCC(F)(F)F)c(=O)n2Cc1ccccc1,-3%[1.84 µM]
COC(=O)/C(=C/c1ccc(F)cc1)NC(C)=O,28%
O=C(NC1CCCCC1)c1ccccc1-c1ccccc1,9%[1.84 µM]
CC(C)NC(=O)NC(=O)COC(=O)c1ccccc1F,21%
O=C(CN1CCCc2ccccc21)NCc1ccccc1Cl,13%
C/C(=N\OCC(=O)Nc1ccc2c(c1)OCCO2)c1ccc2c(c1)OCCO2,-9%[1.84 µM]
Cc1ccc(OCC(=O)Nc2ccccc2-c2ccccc2NC(=O)COc2ccc(C)cc2)cc1,16%[1.84 µM]
COCCn1c(C)cc(C(=O)CSc2cc(C)c3ccc(OC)cc3n2)c1C,-12%
CN(NC(=O)COc1ccccc1)c1ccccc1,1%[1.84 µM]
O=C(Cc1ccccc1[N+](=O)[O-])N1CCN(c2ccccc2F)CC1,12%
CCCC(=O)N=C1SC2CS(=O)(=O)CC2N1c1ccc(-c2nc3ccc(C)cc3s2)cc1 (configuration not stated),2%[1.84 µM]
CC(Sc1nnc(-c2ccccc2)c(-c2ccccc2)n1)C(=O)N1CCc2ccccc21 (configuration not stated),8%[1.84 µM]
CCOc1ccccc1N(C(=O)Nc1ccc(Cl)cc1)C1=NC(C)CS1 (configuration not stated),-17%[1.84 µM]
O=C(Nc1cccc(S(=O)(=O)N2CCCCC2)c1)c1ccc2c(=O)n3c(nc2c1)CCCCC3,-6%
COc1cc2c(cc1OC)C(C)N(C(=S)Nc1ccccc1)CC2 (configuration not stated),19%
OCC1CCCN(C(=S)Nc2ccc(OC(F)F)cc2)C1 (configuration not stated),-9%
CCCCn1c(NS(=O)(=O)c2ccc(C)cc2)c(S(=O)(=O)c2ccccc2)c2nc3ccccc3nc21,-12%[1.84 µM]
